# Source: PubChem
# MazF activator: increases E. coli MazEF RNase cleavage of RNA | 350,000 compounds, 0.32% hits | AID 504720 | P0AE70 | FAM/BHQ RNA-DNA oligo cleavage fluorescence, 5 h | activation, % at 20 µM; in the data active = activation above about 50%
# Target sequence (P0AE70 whole entry, looked up): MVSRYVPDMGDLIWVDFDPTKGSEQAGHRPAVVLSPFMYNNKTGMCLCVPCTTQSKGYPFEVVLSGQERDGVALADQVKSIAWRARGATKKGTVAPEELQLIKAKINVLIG
# Mtb UGM inh: inhibitors of M. tuberculosis UDP-galactopyranose mutase; P9WIQ1; purified UGM, fluorescence polarization probe displacement; inhibition, % at 10 µM; 320,000 compounds, 0.06% hits; AID 504406; in the data active = inhibition above about 10%, passing the limit was not always enough; inconclusive = no clear call, values can overlap the other calls
# Target sequence (P9WIQ1 whole entry, looked up): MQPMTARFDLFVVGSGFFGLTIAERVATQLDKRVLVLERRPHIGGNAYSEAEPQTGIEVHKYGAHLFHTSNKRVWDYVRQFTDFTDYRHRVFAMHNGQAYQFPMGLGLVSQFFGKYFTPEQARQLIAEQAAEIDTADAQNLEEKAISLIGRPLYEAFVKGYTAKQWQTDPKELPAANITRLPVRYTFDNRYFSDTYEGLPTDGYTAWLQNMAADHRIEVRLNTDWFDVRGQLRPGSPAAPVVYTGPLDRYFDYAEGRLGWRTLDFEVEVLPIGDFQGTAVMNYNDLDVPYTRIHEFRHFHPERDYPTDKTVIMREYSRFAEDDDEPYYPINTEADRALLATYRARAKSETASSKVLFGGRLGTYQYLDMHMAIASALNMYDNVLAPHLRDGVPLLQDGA
# Rv3671c inh: inhibitors of M. tuberculosis serine protease Rv3671c; P9WHR9; inhibition, % at 5.96 µM; 320,000 compounds, 0.048% hits; in the data active = inhibition above about 38%;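 also: extracellular domain of Rv3671c used as enzyme; 0% = enzyme with DMSO and 100% = no enzyme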
# Target sequence (P9WHR9 whole entry, looked up, the tested form may be a part): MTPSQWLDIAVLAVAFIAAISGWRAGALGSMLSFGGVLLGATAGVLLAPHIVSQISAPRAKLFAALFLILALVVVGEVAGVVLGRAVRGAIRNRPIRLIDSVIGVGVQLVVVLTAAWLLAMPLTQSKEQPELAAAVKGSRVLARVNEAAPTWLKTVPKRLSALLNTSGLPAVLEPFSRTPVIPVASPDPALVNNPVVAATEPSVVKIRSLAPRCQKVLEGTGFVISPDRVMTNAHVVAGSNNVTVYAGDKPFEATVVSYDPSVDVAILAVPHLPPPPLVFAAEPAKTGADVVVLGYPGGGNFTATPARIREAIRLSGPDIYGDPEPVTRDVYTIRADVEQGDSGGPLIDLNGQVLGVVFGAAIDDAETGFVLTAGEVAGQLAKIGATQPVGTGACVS
# Mtb BioA inh: inhibitors of Mycobacterium tuberculosis BioA enzyme. purified M. tuberculosis BioA enzyme, plate reader. inhibition, % at 9.99 µM. 360,000 compounds, 0.096% hits. AID 602481; in the data active = inhibition above about 40%; inconclusive = no clear call, values can overlap the other calls
# CCHF vOTU inh: blocks the CCHF virus ovarian tumor domain protease | inhibition, % at 11.5 µM | CCHFV vOTU protease, Pep-AMC fluorescence | 370,000 compounds, 0.55% hits; also: 0% = vehicle wells with enzyme and 100% = no enzyme wells
# BoNT-F LC inh: BoNT F light chain protease inhibition; Multiplex microsphere protease cleavage assay, flow cytometry; inhibition, % at 10 µM; 360,000 compounds, 0.22% hits; in the data active = inhibition above about 35%, passing the limit was not always enough; inconclusive = no clear call, values can overlap the other calls; also: plate controls were buffer without enzyme for full effect and enzyme alone for no effect
# FBA Mtb inh: Mtb fructose-bisphosphate aldolase inhibition; 360,000 compounds, 2.3% hits; inhibition, % at 1 µM; AID 588726; purified M. tuberculosis FBA, fluorescence read-out; P9WQA3; in the data active = inhibition above about 27%;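 also: 0% = vehicle and 100% = reference inhibitor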
# FadD28 binding: blocks FadD28 binding to the bisubstrate probe. 360,000 compounds, 0.22% hits. fluorescence polarization. inhibition, % at 12.5 µM; in the data active = inhibition above about 8.5%, passing the limit was not always enough; inconclusive = no clear call, values can overlap the other calls
# GDH-TPI counter: inhibits GDH-TPI coupling enzymes, artifact for Mtb FBA screen; inhibition, % at 4.8 µM; GDH-TPI coupled enzyme counterscreen, NADH absorbance; 360,000 compounds, 1.2% hits;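 also: 0% = DMSO wells and 100% = wells lacking the enzyme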
# DUSP3 inh: inhibitors of human VHR1 phosphatase (DUSP3); AID 1654; P51452; 290,000 compounds, 0.52% hits; inhibition, % at 13.3 µM; recombinant VHR phosphatase, pNPP absorbance; in the data active = inhibition above about 50%; also: some compounds called inactive have numbers as strong as hits
# Target sequence (P51452 whole entry, looked up): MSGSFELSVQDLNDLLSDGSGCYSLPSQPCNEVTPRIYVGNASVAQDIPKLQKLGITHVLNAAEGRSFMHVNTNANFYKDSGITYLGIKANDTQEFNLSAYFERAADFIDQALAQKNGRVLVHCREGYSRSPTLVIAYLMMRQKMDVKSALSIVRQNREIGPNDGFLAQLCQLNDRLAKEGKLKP
# * = called active by the depositor; ? = inconclusive; / = no result given; + = active, no number; & = joins results of further samples. Rule as the data show it, unless noted: active = inhibition above about 30%; inactive = the rest.
SMILES,MazF activator,Mtb UGM inh,Rv3671c inh,Mtb BioA inh,CCHF vOTU inh,BoNT-F LC inh,FBA Mtb inh,FadD28 binding,GDH-TPI counter,DUSP3 inh
O=Nc1ccc(NOC(=O)c2ccccc2)cc1,7.0,1.6,-8.8,0.4,3.6,-7.3,-0.8,-1.2,16.2,13.5
Cc1nc2ccc(Cl)cc2c(-c2ccccc2Cl)c1CC(=O)O,-7.8,2.1,-1.2,-2.5,-6.8,-5.3,1.5,-3.0,3.8,-10.1
C/C=C/C(=O)Nc1nnc(C(C)C)s1,9.6,0.0,-3.0,-2.2,-5.1,-2.8,-2.6,-5.6,2.9,-17.6
N/C(=N\OC(=O)c1cccc(Br)c1)c1ccc([N+](=O)[O-])cc1,-16.0,0.5,0.3,0.9,11.6,?,-0.5,-4.7,-4.2,0.7
Cn1c(CNC(=O)C2CCCCC2)cc2cc(Cl)ccc21,-0.5,4.9,3.3,-1.3,9.6,?,2.2,-4.2,8.6,3.6
O=C(N/N=C/c1cc([N+](=O)[O-])ccc1O)C1CC1,1.2,0.3,7.7,1.2,8.0,-0.9,-5.4,-2.4,28.2,13.6
Cc1ccc(CNC(=O)[C@H](C)NC(=O)C2CCN(C(=O)[C@@H](N)CC(C)C)CC2)cc1,3.5,-1.2,-0.6,-0.5,-1.2,3.1,-1.0,0.6,4.2,8.8
O=C(CSC1=NCCS1)Nc1cccc(F)c1,3.7,-2.9,9.9,6.1,1.6,0.6,6.5,-3.5,8.1,-7.7
O=C(O)c1c(F)c(F)c(F)c(F)c1-c1ccc(Cl)cc1,3.9,4.5,3.2,0.5,-17.3,-7.3,0.9,-3.0,-5.7,24.4
O=C(OCC(=O)N1CCCc2ccccc21)C1CCN(S(=O)(=O)c2cccs2)CC1,0.0,-3.0,9.3,0.8,4.6,-6.3,-1.5,-4.8,-7.8,-16.6
CCN(CC)C(=O)Cn1cc(SCC(=O)NCc2ccco2)c2ccccc21,2.5,0.5,-3.4,/,1.7,-0.4,0.8,-0.6,2.2,1.1
CC1(C(=O)NS(=O)(=O)c2ccccc2Cl)CCN1C(=O)Cc1ccc(Cl)cc1Cl (stereo not drawn),/,/,/,0.3,-2.7,-1.8,3.4,-1.2,12.4,/
CCN1C[C@]2(COC(=O)c3ccccc3N)CC[C@H](OC)C34[C@@H]5C[C@H]6[C@H](OC)[C@@H]5[C@](O)(C[C@@H]6OC)[C@@](O)([C@H]13)[C@@H](OC)[C@@H]42,2.1,1.9,6.9,0.6,-48.0,10.5,43.1*,0.7,2.0,27.1
CCCn1c(N)c(N(CCOC)C(=O)CCC2CCCCC2)c(=O)[nH]c1=O,-7.9,0.1,-2.4,/,-1.5,-9.8,3.1,-0.1,-5.6,/
O=C(N/N=C/c1ccccn1)c1cccs1,2.7,-1.6,-8.3,/,10.8,-13.3,-0.8,0.4,5.1,0.5
CCC(CC)C(=O)N(C)c1c(C)nc2c(OCc3ccc(Cl)cc3)cccn12,/,/,/,-1.5,19.5,-0.9,2.8,-0.8,3.6,/
COC(C(=O)N/N=C/c1ccc(OCC(=O)N2CCOCC2)cc1)c1ccccc1 (stereo not drawn),10.5,0.7,0.2,0.7,-11.6,-1.4,-1.4,/,2.7,6.4
CCOc1ccc(OCC)c(NC(=O)C2CCN(S(=O)(=O)c3cccnc3)CC2)c1,-4.8,0.0,0.2,/,-16.2,-12.8,1.2,-2.5,11.7,15.5
O=C(Nc1cccc(S(=O)(=O)N2CCOCC2)c1)c1ccc(Cl)nc1,4.0,-4.5,7.7,39.5,2.4,-9.1,5.2,-1.0,2.9,/
CC(=O)OC(C[N+]1(C)CCCCCC1)c1ccccc1 (stereo not drawn),2.6,-1.8,0.2,-1.4,4.2,-7.2,1.9,-1.8,-7.9,-10.0
COc1ccc(NS(=O)(=O)c2cccc(C(=O)N/N=C/c3ccccn3)c2)cc1,11.0,3.7,-4.2,-0.6,-6.3,-2.1,-2.2,-7.0,0.0,9.1
COc1cccc2sc3ccc(C#CC4(O)CCCCC4)cc3c(=O)c12,-5.6,-0.4,-24.8,-0.1,2.6,-4.2,9.9,-12.0,9.7,20.5
Cc1ccc(/C=N\NC(=O)c2csnn2)cc1,-23.3,0.9,-10.9,1.0,5.8,-16.1,-0.4,-3.4,1.5,16.4
NC(=O)CC(NC(=O)c1ccccc1)c1ccc(NCc2ccccn2)c([N+](=O)[O-])c1 (stereo not drawn),3.1,-0.8,-1.8,1.5,-1.9,-1.2,-1.4,1.1,0.0,24.4
COc1ccc(N(CC(=O)Nc2cc(Cl)ccc2C)S(=O)(=O)c2c(C)n[nH]c2C)cc1,-11.5,0.9,-8.2,0.8,1.4,-4.1,2.5,-1.6,13.6,20.9
O=Cc1c(NCCc2ccc(F)cc2)c2ccccc2[nH]c1=O,0.1,-2.9,-4.5,1.6,8.6,22.1,2.2,-3.9,7.7,5.2
CCC(C(=O)Nc1cc(C)on1)c1ccccc1 (stereo not drawn),1.2,-0.5,-0.1,-2.6,0.5,-27.9,2.6,0.3,18.1,16.6
COc1ccccc1C(=O)NNC(=O)c1ccc(F)cc1,-0.1,-0.8,-1.4,/,6.8,2.3,-6.3,0.5,7.2,-6.7
COc1ccc(OC)c(-c2cc(C(=O)Nc3c(C)n(C)n(-c4ccccc4)c3=O)no2)c1,1.2,1.3,-7.3,-0.7,13.2,-4.2,0.0,-2.4,28.9,15.1
O=C(COC(=O)C1CC1)NCCc1ccccc1,7.8,-1.2,3.2,-0.4,-2.6,-10.8,1.7,-2.8,-5.3,/
Cc1nn2c(nc1=O)SCC(c1ccccc1)=N2,-9.7,2.6,3.9,-0.8,12.1,-25.4,3.8,-18.9,16.7,13.4
CCOC(=O)c1[nH]nc(-c2c(O)cc(C)cc2O)c1-c1csc(C)n1,-3.4,-0.5,-4.9,-4.5,6.7,-4.7,3.5,-1.5,10.5,39.7
CC[C@@H]1CC=C[C@H]2[C@H]1C(=O)N(Cc1ccccc1)[C@H]2c1ccoc1,-2.4,-1.6,-20.9,0.1,/,4.4,-1.9,-0.1,-3.5,15.2
CCOc1ccc(-n2c(=O)c3sccc3n(CC(=O)NCC3CCCO3)c2=O)cc1 (stereo not drawn),9.7,-3.3,-8.4,-0.5,2.2,3.8,-0.2,-3.0,-3.1,-19.2
COc1cccc(CN(C)C(=O)C(CCSC)NS(=O)(=O)c2ccc3c(c2)OCCO3)c1OC (stereo not drawn),-4.7,-1.6,-1.2,/,-3.3,5.2,0.9,-0.9,0.0,/
CCN(Cc1cc(=O)[nH]c2ccccc12)C(=O)c1ccc(C)cc1,-3.6,-2.9,-0.4,-0.1,-2.6,-0.8,2.3,0.4,3.4,9.3
Cn1c(=O)c2c(ncn2CC(=O)N/N=C/C(Br)=C/c2ccccc2)n(C)c1=O,2.6,1.4,-3.6,-1.6,-11.6,-0.9,-5.0,0.1,11.0,17.6
COc1ccc2cc3cc(C(=O)NCCCN4CCC(C)CC4)oc3nc2c1,14.9,5.8,5.9,-1.1,/,-5.3,+,-3.5,32.3*,23.2
O=C(O)/C=C/C(=O)NNC(=O)c1cc(-c2ccccc2)n[nH]1,6.9,-1.0,-9.2,/,-7.4,-6.9,-3.8,-17.5,11.0,-10.0
CCOc1ccc(S(=O)(=O)N2CCN(Cc3ccc4c(c3)OCO4)CC2)cc1OCC,-1.9,1.9,-0.8,-0.7,16.6,18.8,-1.0,-2.3,6.2,-17.1

# Just CCHF vOTU inh, for six of the compounds above:
SMILES | CCHF vOTU inh
Cc1ccc(CNC(=O)[C@H](C)NC(=O)C2CCN(C(=O)[C@@H](N)CC(C)C)CC2)cc1 | -1.2
O=C(CSC1=NCCS1)Nc1cccc(F)c1 | 1.6
O=C(O)c1c(F)c(F)c(F)c(F)c1-c1ccc(Cl)cc1 | -17.3
O=C(OCC(=O)N1CCCc2ccccc21)C1CCN(S(=O)(=O)c2cccs2)CC1 | 4.6
CCN(CC)C(=O)Cn1cc(SCC(=O)NCc2ccco2)c2ccccc21 | 1.7
CC1(C(=O)NS(=O)(=O)c2ccccc2Cl)CCN1C(=O)Cc1ccc(Cl)cc1Cl (stereo not drawn) | -2.7

# A different layout for 2 compounds above.
# Sequence of screens – MazF activator | Mtb UGM inh | Rv3671c inh | Mtb BioA inh | CCHF vOTU inh | BoNT-F LC inh | FBA Mtb inh | FadD28 binding | GDH-TPI counter | DUSP3 inh
> O=C(O)/C=C/C(=O)NNC(=O)c1cc(-c2ccccc2)n[nH]1
 : 6.9 | -1.0 | -9.2 | / | -7.4 | -6.9 | -3.8 | -17.5 | 11.0 | -10.0
> CCOc1ccc(S(=O)(=O)N2CCN(Cc3ccc4c(c3)OCO4)CC2)cc1OCC
 : -1.9 | 1.9 | -0.8 | -0.7 | 16.6 | 18.8 | -1.0 | -2.3 | 6.2 | -17.1

# (listing goes on)
SMILES,MazF activator,Mtb UGM inh,Rv3671c inh,Mtb BioA inh,CCHF vOTU inh,BoNT-F LC inh,FBA Mtb inh,FadD28 binding,GDH-TPI counter,DUSP3 inh
CC1(C)C(=O)OC(c2ccco2)C(C)(C)C1=O (stereo not drawn),3.8,-0.4,-4.4,-0.2,14.4,-1.0,2.3,-0.3,11.2,2.1
CC1=C(/C=C/C(=O)O)C(C)(C)CCC1,-6.0,-2.8,1.7,0.4,11.7,-4.5,1.0,-2.2,-1.5,17.1
CC1CCN(S(=O)(=O)c2ccccc2[N+](=O)[O-])CC1,-7.0,-0.7,-1.5,1.4,10.1,0.2,0.7,-6.1,0.0,-10.8
CS(=O)(=O)N(Cc1ccc(C(=O)NCCSCc2ccco2)cc1)c1ccccc1,5.0,1.7,-8.8,-0.5,0.2,1.5,1.1,2.4,2.9,-16.6
C=CCNC(=S)/N=c1/ccccn1C,4.6,-0.8,-4.4,/,-1.6,?,10.5,-1.4,11.7,25.5
Cn1c(Cn2c(=O)sc3ccccc32)nnc1SCC(=O)NCc1ccc2c(c1)OCO2,7.5,-1.5,0.5,0.0,-2.6,-5.3,-1.2,-3.1,0.0,24.9
Cc1c(NC(=O)C(C)Sc2nc(N)cc(=O)[nH]2)c(=O)n(-c2ccccc2)n1C (stereo not drawn),9.9,-6.0,6.3,-0.3,8.3,/,0.8,-1.9,-3.2,/
COc1ccc(CN2CCC(=O)N(CCO)CC2)cc1OC,6.0,-1.9,-4.1,0.4,5.3,9.3,0.9,-1.1,9.2,24.4
C=CCNc1nnc(Cc2ccc(F)cc2)c(=O)[nH]1,3.8,0.1,4.2,-0.4,3.1,-5.6,-2.7,0.1,5.1,1.8
CC(C)c1nc2cc(C(=O)NC(C)c3cnn(C)c3)ccc2o1 (stereo not drawn),-5.4,3.1,-3.3,0.0,-7.0,-3.5,4.9,-1.4,3.5,27.6
CO/N=C/CC(=O)c1ccc([N+](=O)[O-])c(CS(=O)(=O)c2ccc(Cl)cc2)c1,10.4,-3.0,-3.8,0.3,6.7,?,1.1,-5.6,5.3,-1.2
c1ccc(C2COC(c3cccs3)=N2)cc1 (stereo not drawn),3.6,-2.1,1.4,0.0,-7.9,-8.9,2.4,0.6,-1.4,6.6
CS(=O)(=O)Cc1ccc(C(=O)NC2CCSc3ccccc32)cc1 (stereo not drawn),9.0,0.3,0.9,-2.8,12.2,14.8,-1.6,-2.1,-1.9,20.4
O=C(c1cnc(N2CCN(c3ncccn3)CC2)c2ccccc12)N1CCN(c2ccccn2)CC1,12.9,-2.0,-14.2,-0.4,0.3,5.0,4.9,-0.3,15.8,34.0
CCOc1ccccc1OCCNC1CCCC1,7.0,0.8,-4.9,/,-2.5,-0.4,3.5,-0.8,8.4,31.5
CSCCC(NC(=O)c1ccccc1)C(=O)OCC(=O)NCc1ccco1 (stereo not drawn),-6.7,2.1,-1.4,0.6,6.2,16.1,-0.2,0.9,-7.3,/
C[C@@H]1CN([C@H](C)CO)C(=O)CCCn2nncc2CO[C@H]1CN(C)S(C)(=O)=O,2.2,/,/,-1.4&0.0,23.5,-5.6,2.8,-1.3,11.3,/
CCOc1ccc(/C=N\NC(=O)CC(=O)NCCc2ccccc2)cc1,-1.1,1.4,-5.2,-1.1,-6.5,14.5,0.5,-4.7,-4.5,8.5
c1ccc(-c2nnc(OCCN3CCOCC3)c3ccccc23)cc1,-0.4,-1.5,-4.5,6.9,-14.5,2.7,-1.5,-0.8,-4.2,-4.2
